TEAD-YAP inh: TEAD-YAP interaction inhibition; HEK-TIYL cells, TEAD-Gal4/YAP UAS-luciferase luminescence; AID 1259422; 640,000 compounds, 1.4% hits; inhibition, % at 9.12 µM; in the data active = inhibition above about 32%;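 also: 0% = median of test compound wells and 100% = reference inhibitor wells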
FBW7 act: human FBW7 E3 ligase activation, primary screen; Q969H0; AlphaScreen FBW7–phospho-cyclin E peptide binding, activator screen; normalized activity (activation), % at 26.1 µM; 650,000 compounds, 0.13% hits; AID 1259310; in the data active = normalized activity above about 1.9%;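 also: purified mutant Fbw7 with reduced substrate affinity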
Target sequence (Q969H0 whole entry, looked up): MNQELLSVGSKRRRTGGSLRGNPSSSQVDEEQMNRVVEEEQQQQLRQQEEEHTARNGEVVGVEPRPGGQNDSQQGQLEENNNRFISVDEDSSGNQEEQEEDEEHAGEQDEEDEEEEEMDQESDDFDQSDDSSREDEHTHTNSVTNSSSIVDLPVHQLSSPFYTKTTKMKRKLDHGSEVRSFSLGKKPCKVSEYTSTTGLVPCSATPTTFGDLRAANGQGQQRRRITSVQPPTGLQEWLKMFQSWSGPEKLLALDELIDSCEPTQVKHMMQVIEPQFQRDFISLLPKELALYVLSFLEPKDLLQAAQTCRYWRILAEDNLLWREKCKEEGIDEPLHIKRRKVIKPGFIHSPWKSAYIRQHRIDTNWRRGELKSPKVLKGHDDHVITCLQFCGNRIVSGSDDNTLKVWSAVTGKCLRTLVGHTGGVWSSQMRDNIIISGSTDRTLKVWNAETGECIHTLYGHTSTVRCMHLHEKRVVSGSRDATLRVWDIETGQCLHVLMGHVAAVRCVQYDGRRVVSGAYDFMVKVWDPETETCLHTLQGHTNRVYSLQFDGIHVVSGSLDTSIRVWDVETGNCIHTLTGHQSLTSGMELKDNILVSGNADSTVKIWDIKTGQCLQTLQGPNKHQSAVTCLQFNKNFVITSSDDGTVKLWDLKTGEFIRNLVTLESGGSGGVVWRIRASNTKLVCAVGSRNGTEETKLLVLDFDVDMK
MITF inh: blocks human microphthalmia-associated transcription factor | AlphaScreen MITF homodimerization, bead proximity signal | AID 1259374 | 650,000 compounds, 0.91% hits | inhibition, % at 2.6 µM | O75030; in the data active = inhibition above about 50%;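 also: 0% = vehicle wells with protein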
GPR151 ag: activates the human receptor GPR151 | activation, % at 11.2 µM | AID 1508602 | PathHunter beta-arrestin GPR151 cells, luminescence | 650,000 compounds, 1% hits | Q8TDV0; in the data active = activation above about 4.9%;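 also: 0% = median of compound wells and 100% = cells with positive control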
Target sequence (Q8TDV0 whole entry, looked up): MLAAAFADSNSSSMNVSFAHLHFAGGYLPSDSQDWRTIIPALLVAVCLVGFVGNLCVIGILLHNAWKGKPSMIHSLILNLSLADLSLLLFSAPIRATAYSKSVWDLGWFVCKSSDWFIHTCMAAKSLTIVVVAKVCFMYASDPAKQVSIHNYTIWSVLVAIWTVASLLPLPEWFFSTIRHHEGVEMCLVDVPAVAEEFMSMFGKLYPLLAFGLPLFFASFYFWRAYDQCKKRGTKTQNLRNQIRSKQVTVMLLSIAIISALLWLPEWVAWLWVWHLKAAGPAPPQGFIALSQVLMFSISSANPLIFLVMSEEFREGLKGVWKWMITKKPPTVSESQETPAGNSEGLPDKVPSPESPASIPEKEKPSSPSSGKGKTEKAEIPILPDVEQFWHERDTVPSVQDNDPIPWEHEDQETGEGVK
* hit, by the source's call.

entry | SMILES | MITF inh | GPR151 ag
1 | CCOCCCn1c(=S)[nH]c2cc(C(=O)NCC(OC)OC)ccc2c1=O | -3 | 1.1
2 | CN1CCN(CCNC(=O)c2cc3c(s2)CS(=O)(=O)C3)CC1 | 6 | -0.4
3 | CCCCC(=O)c1ccc(OC(=O)c2ccco2)cc1 | 3 | 2.3
4 | N#CC(C(=O)c1ccc(S(=O)(=O)N2CCCC2)cc1)c1nc2ccccc2s1 (stereo unspecified) | 6 | 0.4
5 | Cc1cc(C)nc(N2CCC(CNC(=O)NC34CC5CC(CC(C5)C3)C4)CC2)n1 | 8 | 0.9
6 | CC(C)OC(=O)c1ccc(COC(=O)c2cccs2)cc1 | -9 | -1.2
7 | CC1(C)CC(=O)C=C(N2CCN(S(=O)(=O)/C=C/c3ccccc3)CC2)C1 | 8 | 0.5
8 | CN(C)C=Nc1c(C#N)c2n(c1C(=O)c1ccccc1)CCC2 | 15 | 0.8

entry | TEAD-YAP inh | FBW7 act
1 | 4 | 0.0
2 | -5 | 0.0
3 | -9 | 0.3
4 | -40 | 0.1
5 | 5 | -0.1
6 | 1 | 0.3
7 | -3 | 0.0
8 | 6 | 0.2

Among those listed so far, 2 contain two or more sulfur atoms:
entry | SMILES | MITF inh | GPR151 ag
2 | CN1CCN(CCNC(=O)c2cc3c(s2)CS(=O)(=O)C3)CC1 | 6 | -0.4
4 | N#CC(C(=O)c1ccc(S(=O)(=O)N2CCCC2)cc1)c1nc2ccccc2s1 (stereo unspecified) | 6 | 0.4

entry | TEAD-YAP inh | FBW7 act
2 | -5 | 0.0
4 | -40 | 0.1

(next part)
entry | SMILES | MITF inh | GPR151 ag
9 | CCCCCCc1cc(-c2[nH]ncc2-c2ccc(Br)cc2)c(O)cc1OC | -5 | -1.7
10 | Cc1ccc(S(=O)(=O)N(CC(=O)O)c2ccc(Cl)cc2C)cc1 | -2 | -0.5
11 | COc1ccc(CCNC(=O)c2cccnc2)cc1OC | 10 | -1.2
12 | CN1C(=O)C2(c3ccccc31)N1CC3(C)CN2CC(C)(C1)C3=O (stereo unspecified) | -18 | 0.6
13 | CCc1ccccc1NC(=O)c1c(Cl)nc(C)c(Cl)c1C | 4 | -0.3
14 | O=C(NCCc1ccccc1)C1CC12CCN(S(=O)(=O)c1cccs1)CC2 (stereo unspecified) | -10 | -0.1
15 | Cc1ccccc1C(=O)NCCNc1cc(-n2ccnc2C)ncn1 | 4 | 0.6
16 | CCn1c(=S)sc2c(=O)n(-c3ccccc3)c(SCC(=O)c3ccc(Cl)cc3)nc21 | -1 | 0.3

entry | TEAD-YAP inh | FBW7 act
9 | -2 | 0.5
10 | 3 | -0.2
11 | 0 | 0.1
12 | -9 | -0.3
13 | 0 | 0.1
14 | -4 | 0.1
15 | 2 | 0.0
16 | 4 | 0.1

Next section
entry | SMILES | MITF inh | GPR151 ag
17 | O=C(NC1CCCCCCC1)C1CCC(CNc2c(N3CCOCC3)c(=O)c2=O)CC1 (stereo unspecified) | 6 | 4.1
18 | COc1ccc(/C=C2\N=C(c3ccc(C)cc3)OC2=O)cc1OC | 11 | -0.2
19 | COC(=O)c1c(NC(=O)c2ccc(S(=O)(=O)N3CCCC(C)C3)cc2)sc2c1CC(C)(C)NC2(C)C (stereo unspecified) | -14 | -0.9
20 | CC(C)(C)C(=O)Nc1ccc(/C=C/C(=O)c2ccco2)cc1 | 0 | -2.4
21 | COc1ccc(C)cc1NS(=O)(=O)c1ccc(NS(=O)(=O)c2ccc(C)cc2)cc1 | 3 | -0.4
22 | COc1ccc(N2CCN(C(=O)Cn3ncc4c3-c3ccccc3OC4)CC2)cc1 | -1 | 0.2
23 | CCOc1ccc(NS(=O)(=O)c2cccc(C(F)(F)F)c2)cc1 | 12 | 1.8
24 | O=C(NCc1ccccn1)c1ccc(N2CCC3(CC2)OCCO3)c([N+](=O)[O-])c1 | -6 | -1.1

entry | TEAD-YAP inh | FBW7 act
17 | 11 | 0.0
18 | 2 | 0.2
19 | -3 | 0.0
20 | -19 | 0.8
21 | -4 | -0.1
22 | 1 | -0.1
23 | -3 | 0.4
24 | -5 | 0.0

Later entries
entry | SMILES | MITF inh | GPR151 ag
25 | CC(C)n1nnnc1CN1CCN(c2nc3ccccc3s2)CC1 | 3 | 0.5
26 | Cc1cc(C)c(C(=O)c2ccc(C(=O)Nc3ccc(N(C)C)cc3)cc2)c(C)c1 | 15 | 4.4
27 | CCOc1ccccc1/C=C1\N=C(c2ccccc2F)OC1=O | 5 | -1.9
28 | O=C(C1CCCN(S(=O)(=O)c2ccc3[nH]c(=O)ccc3c2)C1)N1CCc2ccccc21 (stereo unspecified) | 2 | 3.2
29 | CC(C)n1c(-c2ccccc2)nc2c(NCc3ccccc3)ncnc21 | 8 | 2.5
30 | O=C(NCC1CCCO1)C1CCN(C2CCN(Cc3ccco3)CC2)CC1 (stereo unspecified) | -2 | -0.7
31 | CCOC(=O)c1c(NC(=O)CSc2nnc(CNC(=O)c3ccc(OC)c(OC)c3)n2-c2cc(C)ccc2C)sc2c1CCC2 | -9 | -0.1
32 | Cc1ccc2cnn(CC(=O)NC3CCCCCC3)c2c1 | 9 | -1.6

entry | TEAD-YAP inh | FBW7 act
25 | 11 | -0.1
26 | 2 | 0.3
27 | 13 | 0.7
28 | -2 | -0.2
29 | -4 | 0.0
30 | 3 | 0.0
31 | -1 | 0.0
32 | 0 | 0.1

Entries 29 to 32, reprinted for reference:
entry | SMILES | MITF inh | GPR151 ag
29 | CC(C)n1c(-c2ccccc2)nc2c(NCc3ccccc3)ncnc21 | 8 | 2.5
30 | O=C(NCC1CCCO1)C1CCN(C2CCN(Cc3ccco3)CC2)CC1 (stereo unspecified) | -2 | -0.7
31 | CCOC(=O)c1c(NC(=O)CSc2nnc(CNC(=O)c3ccc(OC)c(OC)c3)n2-c2cc(C)ccc2C)sc2c1CCC2 | -9 | -0.1
32 | Cc1ccc2cnn(CC(=O)NC3CCCCCC3)c2c1 | 9 | -1.6

entry | TEAD-YAP inh | FBW7 act
29 | -4 | 0.0
30 | 3 | 0.0
31 | -1 | 0.0
32 | 0 | 0.1

(list continues)
entry | SMILES | MITF inh | GPR151 ag
33 | O=S(=O)(N/N=C/c1c[nH]c2ccccc12)c1ccc(Cl)cc1 | -4 | 2.2
34 | CC(C(=O)NCc1ccncc1)N1C(=O)c2ccccc2C1=O (stereo unspecified) | -1 | 1.0
35 | CN1c2ncccc2C(=O)NC12CCN(C(=O)Cc1cccc(F)c1)CC2 | -2 | 1.0
36 | CCSc1ccccc1C(=O)Nc1ccc(S(=O)(=O)Nc2nccs2)cc1 | -16 | -1.1
37 | CN(Cc1cccc(C(=O)NCCCCCCNS(=O)(=O)c2cccc3c(N(C)C)cccc23)c1)C(=O)Nc1ccc(-c2cn[nH]c2)cc1 | 19 | 5.7*
38 | O=C(CCCN1CCN2CCCCCC2C1)c1ccc(F)cc1 (stereo unspecified) | -4 | -0.6
39 | CCN(CC)S(=O)(=O)c1cc(C(=O)Nc2cccc(O)c2)c(Cl)cc1Cl | -2 | 1.9
40 | CN1C(=O)N(C)C2C1NC(=O)N2CC(=O)O (stereo unspecified) | -3 | 1.8

entry | TEAD-YAP inh | FBW7 act
33 | 2 | -0.1
34 | 8 | 0.0
35 | -9 | -0.3
36 | -8 | -0.2
37 | 21 | 3.1*
38 | -2 | -0.1
39 | -9 | -0.2
40 | -2 | 0.0

New compounds follow:
entry | SMILES | MITF inh | GPR151 ag
41 | Cc1ccccc1/C=C1/NC(=O)NC1=O | 9 | -0.4
42 | CC(NCCN(C)C)C(=O)NCc1ccc2c(c1)OCO2 (stereo unspecified) | 39 | -0.6
43 | O=C(O)c1cc(S(=O)(=O)Nc2ccc(F)cc2F)c(Cl)cc1Cl | 12 | -1.3
44 | CS(=O)(=O)N(CC(=O)NC1CC2CCC1C2)c1cccc(Cl)c1Cl (stereo unspecified) | -16 | -1.6
45 | O=C(NCc1cccs1)c1cc(-c2cccc(Cl)c2)on1 | 6 | 0.2
46 | CCCCCCOc1ccc(OC(=O)c2ccncc2)cc1 | 16 | 2.4
47 | CCn1c(SCC(=O)c2cccc([N+](=O)[O-])c2)nnc1-c1ccccc1 | 13 | -1.4
48 | Cc1cc(Br)c(S(=O)(=O)NCc2cccnc2)cc1C | -1 | -2.0

entry | TEAD-YAP inh | FBW7 act
41 | 6 | 0.2
42 | 1 | 0.0
43 | -6 | 0.6
44 | -3 | 0.1
45 | -3 | 0.2
46 | -19 | 0.0
47 | -7 | 0.7
48 | -3 | 0.0

Further records follow:
entry | SMILES | MITF inh | GPR151 ag
49 | O=c1/c(=C/c2ccc(Cl)cc2)sc2nc(-c3ccco3)nn12 | 6 | 0.5
50 | O=c1/c(=C/c2ccccc2[N+](=O)[O-])sc2nc(-c3ccco3)nn12 | 15 | 2.8
51 | CN1C(=O)Cc2cc(S(N)(=O)=O)ccc21 | 7 | -0.7
52 | COc1cc(OC)c(C2CC(c3ccc4c(c3)OCO4)Nc3nnnn32)cc1OC (stereo unspecified) | 9 | -0.3
53 | O=C(CSc1nc2ccccc2s1)Nc1nnc(C(F)(F)F)s1 | 22 | -0.5
54 | COc1cccc(CNC(=O)C(=O)NCC2CCCN2S(=O)(=O)c2cccs2)c1 (stereo unspecified) | 15 | -0.1
55 | O=C(Nc1c(O)c2ccccc2oc1=O)c1ccc(Cl)cc1 | -8 | -0.4
56 | COc1ccc2nc(NC(=O)CCC(=O)O)sc2c1 | 5 | 2.7

entry | TEAD-YAP inh | FBW7 act
49 | -5 | 0.1
50 | 12 | 0.1
51 | 0 | 0.5
52 | 3 | 0.4
53 | 1 | 0.3
54 | 5 | 0.1
55 | -1 | -0.2
56 | 18 | 0.1

Continuation:
entry | SMILES | MITF inh | GPR151 ag
57 | CCOC(=O)C1(CCc2ccccc2)CCN(C(=O)c2cc3ncccn3n2)CC1 | -7 | -1.2
58 | CCCCC1CN(C(=O)[C@@H]2C[C@@H](C)NC(=S)N2)Cc2ccccc2O1 (stereo partly specified) | 3 | -0.7
59 | CC(=O)Oc1cccc(-c2nc3ccccc3c(=O)[nH]2)c1 | -12 | -1.4
60 | O=C(COc1cccc2cccnc12)OCC(=O)c1cccs1 | 5 | 2.3
61 | Cc1cc(C)c(N=Cc2c(C(F)(F)F)[nH]n(-c3ccc([N+](=O)[O-])cc3)c2=O)c(C)c1 | -7 | -9.1
62 | Cc1ccccc1C(=O)Nc1ccccc1-c1nnn(CC(=O)Nc2ccccc2)n1 | 1 | -0.3
63 | COCCCN1C(=S)NC2c3cc(Cl)ccc3OC1(C)C2C(=O)Nc1ccc(C)cc1C (stereo unspecified) | 31 | -0.2
64 | O=C(COc1ccccc1)N1CCc2nnc(Cc3ccccc3)n2CC1 | 3 | -0.5

entry | TEAD-YAP inh | FBW7 act
57 | -19 | -0.1
58 | 10 | 0.2
59 | -14 | -0.1
60 | -16 | 0.1
61 | 3 | 0.5
62 | 5 | 0.1
63 | -2 | 0.1
64 | 6 | -0.1

Next compounds
entry | SMILES | MITF inh | GPR151 ag
65 | COc1nc(NCc2cccnc2)nc(-c2cccc(N)c2)n1 | -2 | -1.9
66 | Cc1ccccc1CSc1nc2ccccc2c(=O)n1CCCC(=O)NCc1ccccc1Cl | 0 | 0.5
67 | Cc1cc(C)nc(N/N=C/c2ccccc2F)n1 | 10 | 0.4
68 | O=C(c1cccc([N+](=O)[O-])c1)N1CCCc2ccccc21 | -1 | 5.0*
69 | CCOC(=O)C1=C(C)Nc2ncnn2C1c1cc(OC)ccc1OC (stereo unspecified) | 5 | -1.1
70 | CCOC(=O)CN1C(=O)CN(c2ccc(Br)cc2)C1=O | 2 | 4.5
71 | Cc1ccc(-n2c(-c3cccc(F)c3)nn(CC(=O)NC3CC3)c2=O)nc1 | 3 | 0.0
72 | C=CCOc1ccc(/C=N/NS(=O)(=O)c2ccc(Cl)cc2)cc1 | -10 | 1.9

entry | TEAD-YAP inh | FBW7 act
65 | 1 | -0.2
66 | -1 | 0.1
67 | -30 | 0.2
68 | -4 | -0.1
69 | 4 | 0.1
70 | -8 | -0.1
71 | 5 | -0.1
72 | 2 | -0.2

Further entries follow.
entry | SMILES | MITF inh | GPR151 ag
73 | O=C(O)CCCC(=O)N1N=C(c2ccccc2)CC1c1ccc2nccnc2c1 (stereo unspecified) | 0 | -0.5
74 | O=S(=O)(c1ccc2ccccc2c1)N(CC(O)CN1CCCC1)c1ccccc1 (stereo unspecified) | 4 | 0.5
75 | O=C(CC(c1ccccc1)c1ccccc1)NCCS(=O)(=O)N1CCc2ccccc2C1 | 3 | 0.7
76 | CCN(c1ccccc1)c1ccc2nonc2c1[N+](=O)[O-] | 25 | -1.2
77 | CCn1cnc2cc(NCc3ccccc3OC)ccc21 | 1 | -0.1
78 | CCOC(=O)C1=CNC2C=C3C(=CN2C1=O)CCCCN3C (stereo unspecified) | 4 | -0.9
79 | CCOc1ccc(CCNC(=O)Cc2ccc(NC(=O)C3=C(C)OCCS3)cc2)cc1 | 3 | -0.4
80 | O=C(NCCc1ccccc1)c1ccc(OC2CCN(C(=O)C3CC=CCC3)CC2)cc1 (stereo unspecified) | -3 | -0.4
81 | Cc1ccc(SC(C)C(=O)NC2CC(C)(C)NC(C)(C)C2)cc1 (stereo unspecified) | 4 | -0.2
82 | COc1cccc2sc(N(CCCN(C)C)C(=O)c3cccc(F)c3)nc12 | 2 | 1.2
83 | O=C(NCc1ccccc1)c1ccc(N2CC3CC(C2)c2cccc(=O)n2C3)c(NS(=O)(=O)c2ccc(Cl)cc2)c1 (stereo unspecified) | 13 | -0.3

entry | TEAD-YAP inh | FBW7 act
73 | -5 | 0.1
74 | -6 | 0.0
75 | 0 | -0.1
76 | -11 | 0.1
77 | -51 | -0.2
78 | -49 | -0.1
79 | -16 | -0.1
80 | 20 | -0.1
81 | -14 | 0.2
82 | 2 | -0.1
83 | 8 | -0.1

Screening data from PubChem.

Outcome played no part in choosing rows (roughly 3.4% active in at least one column).
